Screening results deposited in PubChem BioAssay by National Center for Advancing Translational Sciences (NCATS).
Mm-Cpn inhibitor: inhibitors of Methanococcus maripaludis chaperonin (MmCpn). purified Mm-Cpn ATPase, ADP Transcreener TR-FRET. Potency, µM (doses to about 76.9 µM), inactives show top-dose activity, negative = inhibition, hits mostly inhibitors. hit rate 0.031% among 330,000; note: potency is the fitted concentration of half-maximal effect; % is set by controls: 0 for no effect and ±100 for the full control effect; nearly all actives have a fitted effect of over 80% in size
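Quantitative HTS used 25 nM Mm-CPN and 10 uM ATP in magnesium/KCl Tris buffer, pH 7.4, with 1 mM DTT. Hydrolysis ran 30 min at 37°C; ADP was read by HTRF.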
EPAC2 antagonist: EPAC2 (human) antagonism. Potency, µM (series often up to 114 µM), for inactives: at the top dose activity, negative = inhibition, hits mostly inhibitors. Q8WZA2. hit rate 0.18% among 360,000. EPAC2 GEF exchange of Rap1B-BODIPY-GDP, fluorescence. AID 720708; note: potency is the fitted concentration of half-maximal effect; % is set by controls: 0 for no effect and ±100 for the full control effect; nearly all actives have a fitted effect of over 45% in size; many of its hits are not listed in these tables
Target sequence (Q8WZA2 whole entry, looked up): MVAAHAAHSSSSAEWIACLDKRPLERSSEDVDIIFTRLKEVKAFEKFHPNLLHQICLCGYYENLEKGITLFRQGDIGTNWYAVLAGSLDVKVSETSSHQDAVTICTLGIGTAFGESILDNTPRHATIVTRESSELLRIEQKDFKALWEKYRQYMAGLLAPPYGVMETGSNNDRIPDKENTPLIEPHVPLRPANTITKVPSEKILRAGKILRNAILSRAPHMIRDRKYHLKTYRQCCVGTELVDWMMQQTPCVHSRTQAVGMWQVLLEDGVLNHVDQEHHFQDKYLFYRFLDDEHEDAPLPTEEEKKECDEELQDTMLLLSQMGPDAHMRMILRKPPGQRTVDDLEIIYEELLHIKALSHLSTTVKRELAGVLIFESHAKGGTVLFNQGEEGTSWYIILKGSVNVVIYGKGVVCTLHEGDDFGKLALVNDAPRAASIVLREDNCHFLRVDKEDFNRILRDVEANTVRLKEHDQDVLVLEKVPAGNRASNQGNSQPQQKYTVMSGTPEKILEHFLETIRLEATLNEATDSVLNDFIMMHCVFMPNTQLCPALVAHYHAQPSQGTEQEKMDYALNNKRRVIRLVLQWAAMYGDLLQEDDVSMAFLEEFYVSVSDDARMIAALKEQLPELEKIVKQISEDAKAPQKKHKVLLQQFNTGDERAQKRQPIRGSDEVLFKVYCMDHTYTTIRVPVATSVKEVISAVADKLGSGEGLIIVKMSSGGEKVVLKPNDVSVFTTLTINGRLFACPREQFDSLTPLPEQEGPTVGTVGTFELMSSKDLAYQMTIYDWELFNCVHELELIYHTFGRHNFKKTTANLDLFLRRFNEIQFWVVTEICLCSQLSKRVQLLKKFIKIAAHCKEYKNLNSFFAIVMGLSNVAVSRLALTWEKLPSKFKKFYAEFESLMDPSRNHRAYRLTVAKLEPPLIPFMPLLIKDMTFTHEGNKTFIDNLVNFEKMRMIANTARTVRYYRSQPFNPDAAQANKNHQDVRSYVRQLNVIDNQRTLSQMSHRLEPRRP
EPAC2 agonist: agonists of human EPAC2 (RAPGEF4); Q8WZA2; hit rate 0.079% among 360,000; AID 720711; Potency, µM (top dose mostly 154 µM), inactives show top-dose activation, hits mostly activators; EPAC2 activation, biochemical qHTS; response scale: 100% = 6.5 mM cAMP response; note: potency is the fitted concentration of half-maximal effect; nearly all actives have a fitted effect of over 50% in size
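In this primary screen, activation is scored as increased exchange of BODIPY-GDP from Rap1B by 100 nM EPAC2, with 50 uM GDP as competitor. Signal is normalized to the 6.5 mM cAMP agonist control.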
CCT modulator: changes cytosolic chaperonin activity | hit rate 0.3% among 360,000 | activity change, % (no concentration beside the values), hits read low | purified chaperonin ATPase assay, HTRF ADP detection, 30 min | AID 651819; in the data active = activity change below about -30%; note: % is set by controls: 0 for no effect and ±100 for the full control effect
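Nucleotide hydrolysis assay: TRiC at 20–40 nM final (set by batch activity) with 10 uM ATP, 30 min at 37 °C, in presence of 76 uM compound. Detection by competitive ADP HTRF, 30 min ambient.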
Akt phos inh: Akt phosphorylation inhibition; Neuro2A IGF-stimulated pAkt S473 HTRF, 20 min; hits give low values; activity change, % for hits at 50 µM; hit rate 0.32% among 360,000; AID 651550; in the data active = activity change below about -80%; inconclusive = mostly about -51% to -80%; note: % is set by controls: 0 for no effect and ±100 for the full control effect
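Single-point screen (50 µM final compound) in Neuro2A cells stimulated 20 min with 6 nM IGF at 37 deg C. After lysis, Ser473-phosphorylated Akt read by HTRF (ex 330 nm, em 615/665 nm) as the 665/615 ratio.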
Nrf2 activator: activators of Nrf2 (ARE) signaling. AREc32 ARE-luciferase reporter (MCF7-derived line), luminescence, 24 h. Potency, µM (top dose mostly 46.1 µM), for the others: at the highest dose activation, hits mostly activators. hit rate 0.31% among 410,000. AID 624171; note: potency is the fitted concentration of half-maximal effect; % of control where 0% means no effect; nearly all actives have a fitted effect of over 65% in size
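Reporter line AREc32 (ARE-Fluc), seeded overnight in OPTI-MEM with 5% FBS; compound pin-transferred, 24 hr at 37 deg C, 5% CO2; luminescent read-out.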
Nrf2 block: inhibitors of Nrf2 signaling; A549 ARE-Fluc reporter, luciferase luminescence, 18-24 h; Potency, µM (highest dose often 46 µM), for the others: at the top dose activity change, negative = inhibition, hits mostly inhibitors; hit rate 2.1% among 360,000; note: potency is the fitted concentration of half-maximal effect; % is set by controls: 0 for no effect and ±100 for the full control effect; nearly all actives have a fitted effect of over 60% in size
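Cells were seeded and rested 2 h, then exposed to compounds for 18-24 h. CellTiter-Fluor was read first as a viability measure. BugLite was added 15 min before the final luminescent read of ARE-luciferase activity in A549 cells.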
TGFb inhibitor: inhibitors of TGF-b signaling; AID 588855; hit rate 1.2% among 410,000; HepG2 CAGA-GFP TGF-b/SMAD3 reporter, GFP fluorescence, 18 h; TGF-beta stimulated, 500 pg/mL final; Potency, µM (series often up to 46.1 µM), inactives show top-dose activity, negative = inhibition, usual class: inhibitors; note: potency is the fitted concentration of half-maximal effect; % is set by controls: 0 for no effect and ±100 for the full control effect; nearly all actives have a fitted effect of over 65% in size
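First, reporter cells (HEPG2 CAGA-GFP) rested 2 h at 37 degrees C. Next, compounds were pinned in and TGF-beta added to 500 pg/mL final. After 18 h, GFP was imaged per cell and summed per well.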
A549 tox: counter-screen for Nrf2 inhibitors: cytotoxicity in A549 cells; A549 ARE-Fluc cells, CellTiter-Fluor viability, 18-24 h; hit rate 0.16% among 390,000; AID 504648; Potency, µM (doses to about 46 µM), without a hit: at the top dose activity change, negative = cytotoxicity, hits mostly inhibitors; note: potency is the fitted concentration of half-maximal effect; % is set by controls: 0 for no effect and ±100 for the full control effect
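A549 ARE_Fluc cells in 5% FBS OPTI-MEM were exposed to compounds in concentration-response for 18-24 h at 37 deg C. Viability was read by CellTiter-Fluor fluorescence (Ex 405/Em 525) after 30 min, before the luciferase read.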
The depositor's hits bear a star; i = inactive; ? = inconclusive; . = no result given; [ ] = remark or other dose. Unless noted, calls come from the whole dose curve; as a rule, active = well fitted curve in the direction sought with a large enough effect; inconclusive = small, poorly fitted or top-dose-only effect, or another doubt; inactive = no such curve, though single readings can be large; an effect the other way counts as inactive or inconclusive.

Under each structure: Akt phos inh	CCT modulator	Nrf2 activator	TGFb inhibitor	EPAC2 antagonist	Nrf2 block	A549 tox	Mm-Cpn inhibitor	EPAC2 agonist
COc1ccc(Cn2c(SCc3ccc(C(=O)NCCc4ccccc4)cc3)nc3cccnc32)cc1
→ .	.	0.7%	-43%	.	-24%	-10%	.	.
CC(C)(C)c1ccc(-c2noc(C(=O)NN)n2)cc1
→ i	-1.3	-0.1%	18%	-1%	-21%	1%	2%	-6%
COc1ccc(-c2n[nH]c3c2CN(C(=O)c2ccc(F)cc2)CC3)cc1
→ i	-1.2	-0.6%	-16%	-5%	8%	6%	1%	0%
O=[N+]([O-])c1ccc(CS(=O)(=O)c2ncn[nH]2)cc1
→ i	-1.5	-0.2%	0%	12%	1%	-5%	-2%	8%
CC(=O)NCCC1CCN(C(=O)C2CCC(=O)N(C3CCCC3)C2)CC1 (stereo not given)
→ .	-9.7	-0.2%	-4%	10%	5%	-7%	-1%	11%
Cn1ncnc1SCc1cn2cccnc2n1
→ i	0.5	-0.1%	0%	5%	?	2%	-5%	-3%
COc1cccc2c1cc1c(=O)n(CC(=O)N3CCCCCC3)nc(C)n12
→ i	-0.7	-0.6%	0%	-4%	-4%	-7%	0%	11%
CC(=O)c1ccc2c(ccc3ccccc32)c1
→ .	-1.1	12%	11%	-23%	?	1%	-3%	-84%[inhibitor][15.6 µM]
COC(=O)c1ccc(-n2nnnc2SCC(=O)Nc2cc(OC)ccc2OC)cc1
→ i	-1.0	0.0%	1%	2%	-10%	-6%	-1%	12%
CCOc1cc(/C=N/NC(=O)C(=O)NCc2ccc3c(c2)OCO3)ccc1OCC(=O)N1CCOCC1
→ i	1.2	-0.3%	12%	6%	29%	4%	0%	3%
O=C(Cc1cccs1)Nc1ccon1
→ i	-3.5	0.4%	-8%	-2%	5%	-6%	3%	15%
COc1cccc(NC(=O)c2ccccc2C(F)(F)F)c1
→ i	-1.1	-0.1%	0%	-2%	5%	-1%	-1%	4%
COC(=O)Cc1c(C(=O)OC)nnn1-c1cccc(C(F)(F)F)c1
→ i	-2.6	0.5%	2%	-1%	-1%	11%	-1%	8%
CCOC(=O)C1=C(C)NC(C)=C(C(=O)OCC)C1C(=O)OCC(=O)NC(C)c1ccccc1 (stereo not given)
→ i	-4.1	0.3%	-2%	-21%	-19%	-21%	3%	-3%
CN=C(Nc1ccc(C(=O)OC)s1)c1ccccc1
→ i	-14	0.2%	-3%	-10%	4%	2%	-2%	2%
CCCCNC(=O)c1c(C)cc(=O)oc1C
→ i	-4.0	-0.5%	7%	11%	-7%	-15%	-1%	0%
COc1ccc(C2CC(c3cccc(Cl)c3)=NN2c2ccc(S(N)(=O)=O)cc2)cc1 (stereo not given)
→ i	-1.6	-1.4%	?	12%	?	-1%	-6%	11%
CNC(=S)NC12CC3CC(CC(C3)C1)C2
→ i	-0.6	0.1%	-4%	-10%	3%	2%	1%	3%
Nc1nnnn1/N=C/c1cccc(O)c1
→ .	1.7	8.0%	-3%	0%	-4%	0%	-2%	-1%[15.6 µM]
O=C(CSc1nc(C2CC2)nc2ccccc12)Nc1ccc2c(c1)OCCO2
→ i	1.4	0.3%	0%	13%	?	-15%	1%	-3%
O=C(c1ccccc1)N(Cc1nc2ccccc2c(=O)[nH]1)C1CCCC1
→ i	-1.6	0.4%	?	0%	-8%	-17%	-5%	3%
COc1ccc(/C=C2\SC(=O)N(CCNC(=O)Cn3cnnn3)C2=O)cc1
→ i	-6.5	3.8%	1%	8%	?	-4%	-12%	1%
O=C(O)c1cccc(-c2nnn(Cc3ccccc3Cl)n2)c1
→ i	-20	-1.6%	4%	-4%	?	-8%	2%	5%
Cc1ccc(C)c(NC(=O)CN(C)C(=O)c2ccc3[nH]c4c(c3c2)CC(C)CC4)c1 (stereo not given)
→ i	1.8	2.6%	?	-27%	18µM*	?	1%	-4%
Cc1c(Cl)cccc1NC(=O)CNC(=O)C1CC(=O)N(C2CCCC2)C1 (stereo not given)
→ i	0.4	0.2%	16%	9%	0%	2%	1%	-1%
COC(=O)C[C@H]1C[C@H]2c3cc(NC(=O)C4CCC4)ccc3O[C@H]2[C@H](CO)O1
→ i	-1.7	-0.2%	-6%	-4%	.	.	.	10%
COCCCN1CN(Cc2ccccc2)CNC1=S
→ i	-1.1	-0.3%	3%	1%	2%	1%	0%	-1%
COC(=O)c1ccc(NC(=O)CCN2C(=O)NC(C)(C)C2=O)cc1
→ i	2.7	0.5%	-23%	10%	9%	0%	0%	3%
Cc1cnc(C)c(N2CCN(C(=O)C3CCC(=O)N(CCc4cccc(F)c4)C3)CC2)n1 (stereo not given)
→ i	-1.6	0.2%	-9%	11%	-2%	-5%	-3%	0%
CCNc1nc(NCC)n2c(SCC(=O)NC34CC5CC(CC(C5)C3)C4)nnc2n1
→ i	-0.9	0.0%	0%	-23%	3%	-5%	0%	-2%
Cc1ccccc1C(=O)NC1CCN(Cc2nnnn2C2CCCC2)CC1
→ i	-1.1	1.6%	3%	-15%	-26%	4%	1%	9%
c1ccc(C2NCCNC2c2ccccc2)cc1 (stereo not given)
→ i	0.2	-0.7%	6%	15%	-8%	0%	.	3%
CSc1nsc(SCC(=O)Nc2ccc(Cl)c(C(=O)O)c2)n1
→ i	-5.1	-0.6%	28%	-6%	?	0%	0%	12%
O=C(O)/C=C/c1cccc(NC(=O)c2ccccc2)c1
→ i	0.3	-0.3%	-3%	10%	-2%	2%	0%	-4%
Cc1sc(-c2ccncc2)nc1OC(=O)c1ccc(Cl)cc1
→ .	-0.3	4.2%	18%	-20%	-6%	0%	0%	-9%[15.6 µM]
Cc1noc(C)c1CSCC(=O)N(C)CC(=O)Nc1ccc(Cl)c(C(F)(F)F)c1
→ i	0.1	-0.5%	3%	-10%	?	0%	-13%	0%
COc1ccc(OC)c(S(=O)(=O)Nc2ccc(-c3ccc4nnc(C)n4n3)cc2)c1
→ i	1.8	23%	-9%	-6%	?	-6%	-1%	0%
CCCCOc1ccc(/C=C/C(=O)NC2=Nc3ccccc3NC(C)=C2C(=O)OCC)cc1OC
→ i	-2.1	2.3%	-3%	-6%	18%	-1%	-2%	-15%
CCOc1nc(NC(=O)NS(=O)(=O)Oc2ccccc2)nc(-c2ccccc2)n1
→ .	.	0.7%	14%	.	?	-1%	.	.
Cc1cc(C(=O)Nc2ccc(Cl)cc2)c(C)n1-c1ccccc1
→ i	1.8	-0.3%	5%	-2%	?	-10%	1%	14%

Five structures already listed, arranged by SMILES length, largest number first.
Under each structure: Akt phos inh	CCT modulator	Nrf2 activator	TGFb inhibitor	EPAC2 antagonist	Nrf2 block	A549 tox	Mm-Cpn inhibitor	EPAC2 agonist
Cc1noc(C)c1CSCC(=O)N(C)CC(=O)Nc1ccc(Cl)c(C(F)(F)F)c1
→ i	0.1	-0.5%	3%	-10%	?	0%	-13%	0%
CSc1nsc(SCC(=O)Nc2ccc(Cl)c(C(=O)O)c2)n1
→ i	-5.1	-0.6%	28%	-6%	?	0%	0%	12%
Cc1sc(-c2ccncc2)nc1OC(=O)c1ccc(Cl)cc1
→ .	-0.3	4.2%	18%	-20%	-6%	0%	0%	-9%[15.6 µM]
O=C(O)/C=C/c1cccc(NC(=O)c2ccccc2)c1
→ i	0.3	-0.3%	-3%	10%	-2%	2%	0%	-4%
c1ccc(C2NCCNC2c2ccccc2)cc1 (stereo not given)
→ i	0.2	-0.7%	6%	15%	-8%	0%	.	3%

Following part:
Under each structure: Akt phos inh	CCT modulator	Nrf2 activator	TGFb inhibitor	EPAC2 antagonist	Nrf2 block	A549 tox	Mm-Cpn inhibitor	EPAC2 agonist
CCN(CC)C(=O)Cn1c(=O)n(-c2ccc(Cl)cc2)c(=O)c2c3c(sc21)CCC3
→ .	.	-1.1%	-15%	.	-3%	-5%	.	.
C=CCn1c(COc2ccc(OC)cc2)nnc1SCn1nnc2ccccc2c1=O
→ i	-0.4	0.1%	1%	4%	-3%	-10%	1%	-7%
Cc1ccc(Cn2ncc3c(N4CCN(Cc5ccc(Cl)cc5)CC4)ncnc32)cc1
→ i	0.3	0.6%	-16%	-14%	8.2µM*	-14%	-15%	13%
Cc1cc(OCC(=O)OCC(=O)N(C)C2CCS(=O)(=O)C2)ccc1Cl (stereo not given)
→ i	-1.9	-0.3%	-4%	7%	2%	6%	-2%	-3%
Nc1nc(N)c(N=Nc2ccc(Cl)cc2)c(=O)[nH]1
→ i	0.3	3.0%	-20%	0%	21%	-19%	0%	3%
O=C(Nc1ccc(Br)cc1F)c1sccc1-n1cccc1
→ i	-5.5	14%	1%	3%	?	?	-8%	15%
COc1ccc(NC(=O)CCCc2nc3ccccc3c(=O)[nH]2)cc1Cl
→ i	-0.3	1.0%	0%	0%	15%	-3%	1%	-3%
O=c1c(-c2ccc3c(c2)OCCO3)coc2c(CN3CCOCC3)c(O)ccc12
→ i	0.7	2.5%	0%	-4%	?	0%	-5%	1%
CC(C)(C)SC(C(=O)N1CCOCC1)c1ccc(Br)cc1 (stereo not given)
→ i	-0.8	0.2%	-1%	5%	-27%	3%	0%	3%
O=C(CCNC(=O)c1ccc(Cl)cc1)Nc1ccccc1Cl
→ i	1.8	-1.0%	-4%	7%	9%	-3%	-1%	9%
CC(C)C[C@H]1CN([C@@H](CC(C)C)CN2CCC[C@H]2CN2C(=O)C(=O)NC[C@@H]2Cc2ccc(O)cc2)C(=O)C(=O)N1CC1CCCCCC1
→ i	1.9	-1.6%	.	-12%	.	.	.	-10%

Some of the compounds tested; count on the stated rates, not on these rows.
